PI4K2A inh: blocks human PI4K2A kinase activity. purified PI4K2A, ADP-Glo luminescence, 1 h; hits give low values. hit rate 0.13% among 420,000. activity change, negative = inhibition, % at 76.9 µM; in the data active = activity change below about -50%; inconclusive = mostly about -30% to -49%;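 note: -100% = wells without enzyme as full effect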
Target sequence (Q9BTU6 whole entry, looked up): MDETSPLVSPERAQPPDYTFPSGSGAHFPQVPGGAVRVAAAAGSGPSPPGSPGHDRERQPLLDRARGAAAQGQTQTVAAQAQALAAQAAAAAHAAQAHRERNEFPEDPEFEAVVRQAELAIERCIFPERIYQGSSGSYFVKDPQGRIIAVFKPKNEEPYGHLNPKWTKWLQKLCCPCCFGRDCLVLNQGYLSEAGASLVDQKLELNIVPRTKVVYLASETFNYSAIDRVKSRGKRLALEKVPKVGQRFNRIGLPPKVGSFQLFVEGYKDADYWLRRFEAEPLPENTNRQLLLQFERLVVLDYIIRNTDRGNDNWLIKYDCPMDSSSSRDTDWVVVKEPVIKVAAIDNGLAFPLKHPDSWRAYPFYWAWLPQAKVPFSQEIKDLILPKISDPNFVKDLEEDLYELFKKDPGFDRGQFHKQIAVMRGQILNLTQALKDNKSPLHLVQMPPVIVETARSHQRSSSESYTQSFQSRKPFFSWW
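ADP-Glo luminescence measured ADP generated by PI4K2A enzyme (4 ug/mL before mixing) with 1.2 mM PI substrate (pre-mix) and 300 microM ATP (pre-mix). Tris pH7.5 buffer with MgCl2, Triton X-100; 1 h reaction at ambient temperature.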
ALOX12 inh: ALOX12 (human) lipoxygenase inhibition; P18054; purified 12hLO, xylenol orange hydroperoxide absorbance; Potency, µM (series often up to 108 µM), without a hit: at the highest dose activity change, negative = inhibition, hits mostly inhibitors; hit rate 1.1% among 580,000; note: potency is the fitted concentration of half-maximal effect; % is set by controls: 0 for no effect and ±100 for the full control effect
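Purified human 12hLO (150 nM final) in 25 mM Hepes, 0.01% Triton X-100, pH 7.0 was preincubated 15 min at room temperature with compound. Then 40 uM arachidonic acid was added, 30 min. Hydroperoxide was read by Fe-XO absorbance ratio 573/405 nm.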
ERG Ets-DNA blk: inhibitors of human ERG Ets domain-DNA interaction | P11308 | fluorescence polarization, His-ERG Ets domain / labelled DNA | Potency, µM (series often up to 76.9 µM), without a hit: at the top dose FP activity, negative = inhibition, actives largely listed as inhibitors | hit rate 0.028% among 370,000; active = well fitted inhibition curve with a large enough effect in the polarisation, with a control signal flat; inconclusive = small, poorly fitted or top-dose-only effect, or effect the other way, or a change in a side signal; inactive = no such curve, though single readings can be large or run the other way; the % refers to the polarisation;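 note: polarization taken with two DNA probes labelled with fluorescein and Texas red; potency is the fitted concentration of half-maximal effect; % of control where 0% means no effect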
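His-tagged ERG Ets domain (1 uM in the protein solution; 300mM KCl, 50mM Tris-HCl, 1mM EDTA, 1mM DTT, pH 7.5) received compound, then a probe mix of 5 nM fluorescein-DNA and 100nM Texas-615-DNA. Fluorescence polarization was read for both dyes.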
JMJD2A Tudor inh: blocks the human JMJD2A Tudor domain; AID 504339; O75164; AlphaScreen JMJD2A-Tudor / H3K4me3 peptide binding; hit rate 4.4% among 390,000; Potency, µM (doses to about 114 µM), without a hit: top-dose activity change, negative = inhibition, actives largely listed as inhibitors; note: potency is the fitted concentration of half-maximal effect; % is set by controls: 0 for no effect and ±100 for the full control effect; nearly all actives have a fitted effect of over 50% in size
HP1b chromo inh: inhibitors of HP1-beta chromodomain binding to methylated histone tails; hit rate 0.56% among 390,000; AlphaScreen HP1-beta / biotin-H3K9me3 peptide binding; Potency, µM (highest dose often 114 µM), for inactives: top-dose activity change, negative = inhibition, actives largely listed as inhibitors; note: potency is the fitted concentration of half-maximal effect; nearly all actives have a fitted effect of over 70% in size; inactives centre near 23
Target sequence (P83916 whole entry, looked up): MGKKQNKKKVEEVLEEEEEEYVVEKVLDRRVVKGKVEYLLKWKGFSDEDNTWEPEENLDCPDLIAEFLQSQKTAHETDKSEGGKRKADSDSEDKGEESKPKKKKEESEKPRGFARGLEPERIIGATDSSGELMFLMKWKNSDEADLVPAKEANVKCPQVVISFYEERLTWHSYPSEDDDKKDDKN
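HP1-beta protein (50 nM final) preincubated 30 min at room temperature with biotinylated H3(1-18)K9me3 peptide (50 nM) in PBS pH 7.4, 0.01% Tween-20, then compound added for 30 min. AlphaScreen streptavidin donor/nickel chelate acceptor beads (10 ug/mL final), 30 min dark, luminescence read.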
GLS inh: glutaminase GLS (human) inhibition. GLS enzymatic activity, qHTS titration. Potency, µM (series often up to 45.5 µM), for inactives: top-dose activity change, negative = inhibition, most hits filed as inhibitors. O94925. hit rate 0.21% among 410,000. AID 624170; note: potency is the fitted concentration of half-maximal effect; % is set by controls: 0 for no effect and ±100 for the full control effect
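hKGA in 45 mM KH2PO4 pH 8.2, 0.02% Tween-20 with pin-transferred compounds; 1 mM L-glutamine (stock) plus glutamate oxidase/HRP/Amplex Red coupling added. Fluorescence read initially and after 30 min at RT.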
G9a block: G9a (human) methyltransferase inhibition | hit rate 8.8% among 350,000 | AID 504332 | Q96KQ7 | Potency, µM (highest dose often 102 µM), for the others: at the highest dose activity, negative = inhibition, hits mostly inhibitors | G9a H3K9 monomethylation, AlphaScreen, 2 h; note: potency is the fitted concentration of half-maximal effect; % is set by controls: 0 for no effect and ±100 for the full control effect; nearly all actives have a fitted effect of over 75% in size
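Step 1: enzyme (final 20 nM) with compound, 15 min RT. Step 2: substrate peptide 500 nM and SAM 20 uM, 2 h RT. Step 3: anti-H3K9me1 antibody and AlphaScreen beads, 10 min, then plate read.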
RGS4 inh: human RGS4 inhibition. P49798. Transcreener GDP fluorescence polarization, RGS4-accelerated GTP hydrolysis. Potency, µM (doses to about 114 µM), inactives show top-dose activity change, negative = inhibition, usual class: inhibitors. hit rate 0.039% among 390,000. AID 504845; note: potency is the fitted concentration of half-maximal effect; % is set by controls: 0 for no effect and ±100 for the full control effect; nearly all actives have a fitted effect of over 75% in size; some results filed as inactive show a strong effect at the top dose
Target sequence (P49798 whole entry, looked up): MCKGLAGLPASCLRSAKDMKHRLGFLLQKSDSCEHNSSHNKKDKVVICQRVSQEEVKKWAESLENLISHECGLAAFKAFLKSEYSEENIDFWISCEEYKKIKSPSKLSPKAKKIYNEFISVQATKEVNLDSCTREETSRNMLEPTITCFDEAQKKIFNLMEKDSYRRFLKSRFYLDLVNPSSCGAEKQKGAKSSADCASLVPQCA
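MLSMR compounds (23 nl, pin-transferred) preincubated 10 min at room temperature with a 500nM (2x) first reagent, then RGS4 at 900nM (2x) plus Transcreener GDP mix added; fluorescence polarization (620/688 nm) read before and after 90 min at 30 °C.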
BAZ2B inh: blocks human BAZ2B; AlphaScreen BAZ2B-H3K14Ac peptide displacement; Potency, µM (highest dose often 114 µM), without a hit: at the highest dose activity change, negative = inhibition, most hits filed as inhibitors; hit rate 4.4% among 360,000; note: potency is the fitted concentration of half-maximal effect; % is set by controls: 0 for no effect and ±100 for the full control effect; nearly all actives have a fitted effect of over 60% in size
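In this displacement format the biotinylated H3(5-23) peptide acetylated at Lys14 serves as ligand at 50 nM, with BAZ2B at 50 nM in PBS pH 7.4 containing 0.01% Tween-20. Donor and acceptor beads are 10 ug/mL final.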
Active calls of the source: *; ? = inconclusive; . = no result given; [ ] = another dose, or the depositor's remark. Unless noted, calls come from the whole dose curve; as a rule, active = well fitted curve in the direction sought with a large enough effect; inconclusive = small, poorly fitted or top-dose-only effect, or another doubt; inactive = no such curve, though single readings can be large; an effect the other way counts as inactive or inconclusive. Only part of the results is shown (hit frequency here may not be typical).

| compound | PI4K2A inh | ALOX12 inh | ERG Ets-DNA blk | JMJD2A Tudor inh | HP1b chromo inh | GLS inh | G9a block | RGS4 inh | BAZ2B inh |
| --- | --- | --- | --- | --- | --- | --- | --- | --- | --- |
| CN(c1ccccc1)S(=O)(=O)c1ccc(C(=O)NCC2CCCO2)cc1 (stereo unspecified) | -15.8 | 0.0% | -0.6% | -3.4% | 19.4% | -0.9% | 19.6%[59 µM] | 11.0% | -5.3% |
| Cn1c(SCc2cccc(Br)c2)nnc1-c1ccncc1 | -1.6 | 0.0% | 1.3% | -9.2% | 13.9% | 7.6% | . | 3.6% | 2.6% |
| C/C(=N\NC(=O)CSc1nc(C)cc(C)n1)c1cccs1 | 0.4 | 2.7% | -3.0% | -1.4% | 50.2%[activator] | 5.5% | -3.8%[59 µM] | 14.2% | 8.2% |
| O=C(NCCN1CCCCCC1)c1ccc(CS(=O)(=O)c2ccc(Br)cc2)o1 | -2.5 | . | 1.2% | ? | 18.0% | 8.5% | ? | -17.5% | 4.7% |
| O=C(CSc1nc2c(sc3ccccc32)c(=O)n1Cc1ccco1)NCC1CCCO1 (stereo unspecified) | -1.3 | -20.3% | -1.9% | -10.8% | 18.6% | -11.2% | 2.5%[12.7 µM] | 16.8% | 2.7% |
| Cc1ccc(-c2csc3ncnc(N4CCc5ccccc5C4)c23)cc1 | 3.4 | 13.9% | -2.3% | 5.3% | 53.9%[activator] | -2.9% | ? | 7.9% | 8.1% |
| O=C(COC(=O)C1CC(O)CN1S(=O)(=O)c1ccc(Cl)cc1)c1ccccc1 (stereo unspecified) | -2.5 | 7.2% | -3.5% | -12.0% | 23.0% | 7.4% | -2.0% | -14.9% | -3.4% |
| COc1cc(C(C2C(=O)CC(C)(C)CC2=O)C2C(=O)CC(C)(C)CC2=O)ccc1O | -8.3 | ? | -2.4% | 5.4% | 50.3%[activator] | 23.9% | 37.8%[0.501 µM] | ? | -12.4% |
| COc1cccc(N2CCN(CC(=O)NCc3cccs3)CC2)c1 | 3.7 | 0.0% | -1.2% | 8.4%[11.4 µM] | -18.1% | 7.3% | -5.0%[59 µM] | 10.6%[11.4 µM] | -6.6% |
| Cc1nc(SCC(=O)N2CCNC2=O)c2ccccc2n1 | 11.0 | -3.9% | -6.6% | -6.2% | -24.4% | -11.1% | . | -4.7% | . |
| CCS(=O)(=O)Nc1ccc(C(=O)CC2(O)C(=O)Nc3ccc(Br)cc32)cc1 (stereo unspecified) | -6.1 | 0.0% | 6.6% | 17.8%[11.4 µM] | 4.2% | -12.1% | -23.4% | -16.5%[11.4 µM] | -19.7% |
| CCS(=O)(=O)N1CCc2cc(C(=O)Nc3cccc(Cl)c3C)ccc21 | -0.3 | -7.9% | -7.7% | -23.2% | 23.2% | 1.1% | -56.1%[59 µM] | 2.0% | -33.3% |
| COc1ccccc1N(CC(=O)NCc1ccco1)S(C)(=O)=O | -0.4 | -8.5% | -7.8% | -2.4% | 36.8%[activator] | 4.6% | -5.8% | -5.2% | -16.3% |
| COc1ccccc1Nc1nc2cc(C)ccc2cc1C#N | 0.8 | -25.3% | 0.6% | 5.4%[57.1 µM] | 51.0%[activator] | -1.3% | 6.3% | -4.1% | -1.0% |
| COc1ccc(N2CCN(C(CNC(=O)C(=O)NCc3cccnc3)c3ccco3)CC2)cc1 (stereo unspecified) | 1.2 | -1.2% | -4.2% | -3.7%[11.4 µM] | 19.4% | 58.1%[activator] | ? | -8.5%[11.4 µM] | . |

Brought forward from above: 2 compounds, then new ones.
| compound | PI4K2A inh | ALOX12 inh | ERG Ets-DNA blk | JMJD2A Tudor inh | HP1b chromo inh | GLS inh | G9a block | RGS4 inh | BAZ2B inh |
| --- | --- | --- | --- | --- | --- | --- | --- | --- | --- |
| COc1ccccc1Nc1nc2cc(C)ccc2cc1C#N | 0.8 | -25.3% | 0.6% | 5.4%[57.1 µM] | 51.0%[activator] | -1.3% | 6.3% | -4.1% | -1.0% |
| COc1ccc(N2CCN(C(CNC(=O)C(=O)NCc3cccnc3)c3ccco3)CC2)cc1 (stereo unspecified) | 1.2 | -1.2% | -4.2% | -3.7%[11.4 µM] | 19.4% | 58.1%[activator] | ? | -8.5%[11.4 µM] | . |
| c1ccc2c(c1)[nH]c1nc3nncn3nc12 | -0.4 | 9.1% | -12.5% | -11.0% | 17.0% | -2.4% | 21.8%[59 µM] | 16.1% | 2.9% |
| O=C(Nc1ccc(N2CCOCC2)c(Cl)c1)c1cccnc1 | 3.8 | -16.2% | -6.6% | 24.2% | 23.9% | 6.2% | 6.0%[12.7 µM] | 6.7% | -3.1% |
| O=C(CC(=O)c1ccccn1)c1ccccc1 | -12.9 | -14.4% | 20.2% | 25.1µM* | 36.1% | -9.1% | . | ? | . |
| CCOC(=O)c1cnc(N)nc1-c1ccccc1 | -16.0 | -1.0% | -14.9% | -4.9% | 27.0% | -11.0% | . | -10.3% | . |
| O=C(O)c1ccccc1C(=O)N1CCN(C(=O)c2ccccc2Cl)CC1 | -3.2 | 0.7% | -2.6% | 7.1% | 17.7% | 11.5% | -8.4% | -5.7% | 1.9% |
| COC(=O)c1nn(-c2nc(-c3cccc(OC)c3)cc(C(F)(F)F)n2)cc1[N+](=O)[O-] | 2.5 | -1.3% | -7.9% | -5.6% | 37.5% | 8.5% | -5.9%[59 µM] | 23.2% | -6.3% |
| CCc1c(O)c(/C(C)=N\O)c(=O)n(-c2ccccc2)c1-c1ccccc1 | 1.2 | -12.7% | -14.2% | -10.3% | 24.6% | 21.2% | 11.3%[59 µM] | 27.3% | -5.2% |
| COc1ccc(NC(=O)CCCN2C(=O)CN(C)C2=O)c(OC)c1 | 4.6 | 9.3% | 13.0% | 50.1µM* | -12.4% | -5.6% | -6.3%[12.7 µM] | -10.2% | 50.1µM* |
| CCOc1ccccc1C1C(C#N)=C(SCC(=O)OC)NC(=O)C1C(=O)OC (stereo unspecified) | 5.8 | -8.5% | -1.2% | 7.4% | 32.5%[activator] | . | -19.0%[59 µM] | -26.3% | -4.9% |
| Cc1ccc(Nc2c(-c3ccc(C)o3)nc3ncccn23)cc1 | 1.0 | -7.0% | -7.8% | -11.3% | 20.1% | 20.4% | . | ? | ? |
| O=C(O)CCNC(=O)/C(=C\c1ccco1)NC(=O)c1ccco1 | -2.0 | ? | 9.0% | -12.6% | 33.5% | -0.4% | 22.4µM* | 10.8% | -0.4% |
| Cc1cc(NC(=O)c2cnn3c(C(F)F)cc(C4CC4)nc23)no1 | -1.9 | -0.5% | -8.8% | -2.9% | 20.1% | 11.1% | 2.4%[59 µM] | 40.9% | 10.5% |
| CCCCOc1ccc(C2(C)CC(=O)NC2=O)cc1 (stereo unspecified) | 0.0 | -4.1% | -3.6% | -24.4% | 28.2% | 1.6% | -0.4% | -28.9% | -2.2% |
| CCC(C)[C@H](NC(=O)OC(C)(C)C)C(=O)N/N=C/c1ccc2cc(OC)ccc2n1 (stereo partly specified) | -2.4 | -1.8% | 0.9% | -14.5% | 30.1% | 0.0% | -5.1%[59 µM] | 11.0% | -0.2% |
| O=C(C1CCN(S(=O)(=O)c2cccc3cccnc23)CC1)N1CCn2c1nc1ccccc12 | 7.1 | 20.0% | 6.2% | -33.8% | 35.4%[activator] | -0.9% | -10.1% | -11.8% | -0.3% |
| O=C(Nc1ccccc1F)c1ccc2snnc2c1 | -4.6 | -1.6% | 13.2% | -4.8% | 33.5% | -12.2% | 5.8% | -1.8% | -13.6% |
| COc1ccc(S(=O)(=O)NC(CC(C)C)C(=O)NC(C)c2cccs2)cc1 (stereo unspecified) | -3.4 | 1.8% | -14.3% | 2.3% | 30.8% | 1.9% | -0.1%[12.7 µM] | -10.2% | 38.4%[activator] |
| Cc1cc2ccccn2c1C(=O)c1cccc(F)c1 | 3.2 | -17.1% | 33.5%[activator] | 17.3% | 78.2%[activator] | -14.6% | 6.8%[59 µM] | -18.3% | 17.6% |
| OCCN(CCO)CC(O)COc1ccc2c(c1)OCO2 (stereo unspecified) | 3.2 | -12.0% | -4.7% | -5.3% | 28.9% | 23.3% | -0.5% | 9.1% | -4.3% |
| Cc1ccc(-c2nnc(N3CCC(C)CC3)c3ccccc23)cc1C | -1.9 | -10.5% | 6.7% | -5.4% | 46.4%[activator] | -10.2% | -6.4% | 21.2% | -16.1% |
| O=C(Nc1ccc(Oc2ccccc2)cc1)c1cnc2n(c1=O)CCS2 | 1.8 | 0.5% | -3.3% | -12.4% | 28.2% | 0.6% | 56.2µM* | -20.6% | -15.6% |
| COc1cc(CC(=O)OCC(=O)NC2CCCCC2)cc(OC)c1OC | 1.4 | 3.4% | 8.9% | -15.4% | 20.6% | 0.0% | 14.8% | 15.6% | -3.7% |
| COC(=O)c1ccccc1NC(=S)NC(=O)C1CC1 | 6.2 | -15.8% | -3.6% | -12.2% | 24.7% | 14.0% | 50.1µM* | -18.5% | ? |
| COc1ccc(NC(=O)CCc2c(C)nc3nc(C)nn3c2C)cc1 | 0.2 | 14.4% | -6.1% | -13.2% | 26.8% | -1.8% | 6.4% | -6.9% | 2.4% |
| O=C(O)C1CCC(N2C(=O)C3C4CCC(C4)C3C2=O)CC1 (stereo unspecified) | -4.9 | 3.5% | -4.7% | -8.3% | 35.2%[activator] | 0.8% | 24.8% | 17.2% | -0.4% |
